# From PubChem BioAssay
# TrxR1 substrate: is turned over as a substrate by rat TrxR1 | O89049 | purified TrxR1 substrate turnover, NADPH consumption readout | Potency, µM (titrated, usually from 114 µM), for the others: top-dose activity change, negative = substrate turnover | actives 0.01% (n = 390,000) | AID 588456; also: % is scaled to controls: 0 for no effect and ±100 for the full control effect; nearly all actives have a fitted effect of over 50% in size
# Target sequence (O89049 whole entry, looked up): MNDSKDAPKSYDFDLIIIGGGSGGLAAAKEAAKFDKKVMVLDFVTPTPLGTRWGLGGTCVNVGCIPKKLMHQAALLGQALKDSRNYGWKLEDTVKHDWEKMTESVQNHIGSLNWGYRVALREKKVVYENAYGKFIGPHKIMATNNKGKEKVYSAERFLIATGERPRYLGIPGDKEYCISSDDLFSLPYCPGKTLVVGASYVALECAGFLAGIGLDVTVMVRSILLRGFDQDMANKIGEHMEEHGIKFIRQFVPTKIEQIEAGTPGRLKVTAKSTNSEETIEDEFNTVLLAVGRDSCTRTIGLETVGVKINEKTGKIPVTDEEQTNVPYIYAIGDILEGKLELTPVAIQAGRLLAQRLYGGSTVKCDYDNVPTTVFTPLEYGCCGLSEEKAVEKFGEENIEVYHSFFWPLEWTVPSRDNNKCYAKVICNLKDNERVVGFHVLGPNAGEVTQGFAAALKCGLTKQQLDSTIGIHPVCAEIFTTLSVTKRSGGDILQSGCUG
#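 Rat TrxR1, dispensed at 90 nM, was prereduced with 400 uM NADPH (final) for 5 min at ~22 deg C, then incubated with compound 15 min before 400 uM selenite. A first-read NADPH fluorescence drop versus no-compound background flagged substrates.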
# USP1-UAF1 inh: USP1/UAF1 (human) deubiquitinase inhibition | recombinant USP1/UAF1, Ub-Rhodamine cleavage fluorescence | Potency, µM (top dose mostly 57.1 µM), inactives show at the highest dose activity change, negative = inhibition, actives largely listed as inhibitors | AID 743255 | actives 0.23% (n = 390,000); also: % is scaled to controls: 0 for no effect and ±100 for the full control effect; nearly all actives have a fitted effect of over 60% in size; inactives centre near -12
#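 USP1/UAF1 complex (1 nM) preincubated 15 min at room temperature with compound, then Ub-Rho substrate (150 nM final) added. Kinetic fluorescence at 480/540 nm over 6 reads at 60 s intervals; 50 mM HEPES pH 7.8, 0.5 mM EDTA, 0.1 mg/ml BSA, 1 mM TCEP, 0.01% Tween-20.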
# Vif-APOBEC3F blk: Vif-A3F binding inhibition; HeLa A3F-eYFP + Vif (tagged APOBEC3F with the HIV-1 protein that degrades it), YFP fluorescence increase; Potency, µM (highest dose often 46.1 µM), for inactives: top-dose activity, negative = active; actives 0.2% (n = 390,000); AID 602313; also: % of control where 0% means no effect; nearly all actives have a fitted effect of over 65% in size
#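 HeLa cells stably expressing Vif plus C-terminally eYFP-tagged A3F were seeded, incubated overnight at 37 deg C, dosed with compound, incubated overnight again at 37 deg C. Yellow fluorescence (Ex 488/Em 500-530) reported blocked Vif-mediated A3F-eYFP degradation.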
# IDH1 R132H inh: inhibitors of human mutant IDH1 R132H; O75874; IDH1-R132H enzyme, NADPH consumption, diaphorase/resazurin fluorescence; Potency, µM (doses to about 76.6 µM), inactives show at the highest dose activity change, negative = inhibition, most hits filed as inhibitors; actives 0.093% (n = 390,000); AID 602179; also: % is scaled to controls: 0 for no effect and ±100 for the full control effect; nearly all actives have a fitted effect of over 65% in size
#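 IDH1-R132H (0.5 ug/mL) preincubated 30 min with compound, then NADPH (0.016 mM) and alpha-KG (2 mM) added; 80 min at RT, pH 7.5. Remaining NADPH coupled via diaphorase/resazurin to fluorescence (540/590 nm); concentration-response curves normalized to no-enzyme control.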
# ALOX12 inh: blocks human arachidonate 12S-lipoxygenase; purified 12hLO, xylenol orange hydroperoxide absorbance; Potency, µM (doses to about 108 µM), without a hit: at the top dose activity change, negative = inhibition, most hits filed as inhibitors; actives 1.1% (n = 580,000); P18054; also: % is scaled to controls: 0 for no effect and ±100 for the full control effect
#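 Hydroperoxide product was detected by ferrous iron/xylenol orange as the 573 to 405 nm absorbance ratio. Arachidonic acid at 40 uM (final) was turned over for 30 min at room temperature by 150 nM human 12hLO, pH 7.0 Hepes buffer, after 15 min compound preincubation.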
# Vif-APOBEC3G blk: inhibitors of Vif-APOBEC3G interaction; Potency, µM (highest dose often 46.1 µM), for the others: top-dose activity, negative = active, usual class: inhibitors; AID 602310; HeLa A3G-eYFP + Vif (tagged APOBEC3G with the HIV-1 protein that degrades it), YFP fluorescence, overnight; Q9HC16; actives 0.076% (n = 410,000);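 also: % is scaled to controls: 0 for no effect and ±100 for the full control effect; nearly all actives have a fitted effect of over 60% in size; hits raise eYFP signal because A3G escapes Vif-driven loss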
# Target sequence (Q9HC16 whole entry, looked up): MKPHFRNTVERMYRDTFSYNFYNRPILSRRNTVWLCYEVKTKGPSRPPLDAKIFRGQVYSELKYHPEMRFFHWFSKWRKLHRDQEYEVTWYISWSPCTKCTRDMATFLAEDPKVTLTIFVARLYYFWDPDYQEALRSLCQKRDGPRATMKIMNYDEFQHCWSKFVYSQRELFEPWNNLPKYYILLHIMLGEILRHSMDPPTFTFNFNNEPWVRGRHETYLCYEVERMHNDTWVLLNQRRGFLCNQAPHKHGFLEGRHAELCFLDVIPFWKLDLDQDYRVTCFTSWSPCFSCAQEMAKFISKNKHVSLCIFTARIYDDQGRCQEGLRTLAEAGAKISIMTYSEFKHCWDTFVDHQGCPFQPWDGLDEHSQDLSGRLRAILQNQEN
#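 Read-out is eYFP fluorescence (Ex 488/Em 500-530) from Vif-expressing HeLa A3G-eYFP cells; more signal means A3G escaped Vif-mediated degradation. Cells plated overnight, compound pinned in, incubated overnight at 37 deg C.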
# RXFP1 ag: RXFP1 (human) receptor agonism. Q9HBX9. HEK293T-RXFP1 cAMP TR-FRET, 30 min; response scale: percent of porcine relaxin response, buffer zero. Potency, µM (series often up to 57.5 µM), without a hit: top-dose activation, hits mostly activators. actives 0.3% (n = 370,000). AID 2676; also: % is scaled to controls: 0 for no effect and ±100 for the full control effect; nearly all actives have a fitted effect of over 60% in size; many of its hits are not listed in these tables
#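 HEK293 cells stably expressing RXFP1, treated 30 min at 37C with compounds plus PDE4 inhibitor Ro 20174; cAMP measured by HTRF TR-FRET. Normalized to buffer and 29 nM porcine relaxin; EC50 by Hill fit.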
# RGS4 inh: blocks human RGS4-accelerated GTP hydrolysis | Potency, µM (series often up to 114 µM), inactives show top-dose activity change, negative = inhibition, hits mostly inhibitors | P49798 | Transcreener GDP fluorescence polarization, RGS4-accelerated GTP hydrolysis | actives 0.039% (n = 390,000); also: % is scaled to controls: 0 for no effect and ±100 for the full control effect; nearly all actives have a fitted effect of over 75% in size; some results filed as inactive show a strong effect at the top dose
# Target sequence (P49798 whole entry, looked up): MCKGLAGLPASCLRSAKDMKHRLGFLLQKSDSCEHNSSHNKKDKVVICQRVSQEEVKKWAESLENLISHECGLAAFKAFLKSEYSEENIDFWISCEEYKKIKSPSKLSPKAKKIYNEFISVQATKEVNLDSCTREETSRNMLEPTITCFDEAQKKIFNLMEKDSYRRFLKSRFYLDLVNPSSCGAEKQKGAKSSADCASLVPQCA
#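 MLSMR compounds (23 nl, pin-transferred) preincubated 10 min at room temperature with a 500nM (2x) first reagent, then RGS4 at 900nM (2x) plus Transcreener GDP mix added; fluorescence polarization (620/688 nm) read before and after 90 min at 30 °C.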
# rTrxR1 inhibitor: rat TrxR1 inhibition; O89049; recombinant rTrxR1, NADPH fluorescence consumption, selenite substrate; Potency, µM (series often up to 114 µM), without a hit: at the top dose activity change, negative = inhibition, usual class: inhibitors; actives 1% (n = 390,000); also: % is scaled to controls: 0 for no effect and ±100 for the full control effect; nearly all actives have a fitted effect of over 65% in size
#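 Rat TrxR1 (90 nM in the dispensed reagent) was pre-reduced with 400 uM NADPH for 5 min at room temperature, then incubated with compound for 15 min. After 400 uM selenite was added, NADPH fluorescence (Ex 340/Em 450 nm) was followed for 8 min.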
# The depositor's hits bear a star; ? = inconclusive; · = no result given; [ ] = remark or other dose. Calls follow the shape of the dose curve; as a rule, active = well fitted curve in the direction sought with a large enough effect; inconclusive = small, poorly fitted or top-dose-only effect, or another doubt; inactive = no such curve, though single readings can be large; an effect the other way counts as inactive or inconclusive. Potency is read from the fitted curve at half-maximal effect.
SMILES,TrxR1 substrate,USP1-UAF1 inh,Vif-APOBEC3F blk,IDH1 R132H inh,ALOX12 inh,Vif-APOBEC3G blk,RXFP1 ag,RGS4 inh,rTrxR1 inhibitor
O=C1/C(=C/c2cc([N+](=O)[O-])ccc2Cl)N2CCC1CC2,-0.9%,-1.2%,-9.5%,-1.0%,0.0%,1.3%,1.2%,-22.5%,?
CCCCn1c(O)c(/C=C2\C=Nc3ccccc32)c(=O)[nH]c1=O,-10.4%,-21.2%,15.0%,-1.0%,10.8%,4.0%,-0.3%,0.1%,?
O=C(CCC(=O)N1CC2C[C@@H](C1)Cn1c2cccc1=O)NCCc1ccccc1F,5.8%,-14.9%,-3.2%,-4.1%,0.4%,-1.2%,-0.3%,-8.1%,11.1%
Cc1cc(C(=O)OCC(=O)Nc2ccc(F)cc2)c(C)n1C1CC1,-10.5%,-17.8%,3.6%,8.6%,?,-5.7%,1.6%,-18.4%,-13.5%
Cc1cc(S(=O)(=O)NCc2ccccc2)ccc1OCC(=O)N1CCN(C)CC1,1.5%,-5.6%,-4.7%,-0.7%,-6.0%,0.4%,0.8%,32.6%,-0.8%
CCCCCCn1c(O)c(C=Nc2c(C)n(C)n(-c3ccccc3)c2=O)c(=O)[nH]c1=O,27.4%,-2.0%,4.9%,5.5%,400.3%[activator],1.5%,0.3%,-18.3%,9.2%
CCC(=NCCC1=CCCCC1)c1c(O)[nH]c(=O)[nH]c1=O,-0.2%,-16.7%,-0.3%,-1.7%,-1.2%,0.2%,4.3%,-12.7%,11.5%
CN1CCN(Cc2ccccc2C(F)(F)F)CC1,-4.5%,-20.0%,2.1%,8.9%,?,-1.0%,0.4%,-20.7%,-3.1%
COCCOC(=O)c1c(N)n(Cc2ccccc2)c2nc3ccccc3nc12,376.5%[activator][57.1 µM],-7.1%,-3.5%,3.8%,0.0%,-5.4%,4.6%,-25.0%[11.4 µM],113.3%
CCN(CC)C(=O)Oc1ccc(OC(=O)N(CC)CC)cc1,3.7%[11.4 µM],5.7%,1.1%,4.7%,4.1%,1.7%,-1.7%,?,10.2%[11.4 µM]
C=C1C(=O)O[C@@H]2C[C@@H](C)[C@@H]3C=CC(=O)[C@@]3(C)[C@@H](OC(=O)CC(=O)O[C@H]3[C@@H]4C(=C)C(=O)O[C@@H]4C[C@@H](C)[C@@H]4C=CC(=O)[C@]43C)[C@H]12,2.7%,?,-0.9%,?,?,?,-3.1%,-102.7%,?
CCCCn1c(N)c(C(=O)NCc2cccs2)c2nc3ccccc3nc21,47.0%[activator],?,-26.9%,5.7%,0.0%,-11.2%,3.4%,21.3%,29.6%
CN(C)CC1Oc2ccccc2OC1(O)c1ccccc1 (stereo unspecified),10.4%[57.1 µM],-24.0%,-10.9%,1.1%,0.0%,-13.1%,1.1%,?,0.398µM*
CCCc1cc(=O)oc2c3c(cc(OCC(=O)N[C@@H](C)C(=O)O)c12)OC(C)(C)CC3,137.0%[activator][57.1 µM],-7.4%,8.2%,-0.3%,73.3%[activator],1.6%,9.7%,-7.6%,-72.5%
CSc1ncc(C(=O)Nc2ccc(Cl)cc2C(=O)c2ccccc2)c(C)n1,-3.5%,-25.5%,-7.5%,4.4%,?,0.6%,2.0%,-14.7%,10.6%
CC1(C)CC(=O)C2=C(C1)OC(N)=C([N+](=O)[O-])C2c1ccc(C#N)s1 (stereo unspecified),2.1%[57.1 µM],-21.6%,?,-2.6%,-24.6%,-5.0%,-1.0%,-10.3%,10.2%[57.1 µM]
CC1CCCCC1NC(=O)CNC(=S)N1CC2CC(C1)c1cccc(=O)n1C2 (stereo unspecified),4.3%[57.1 µM],-2.6%,3.6%,-2.0%,0.6%,0.8%,-1.0%,-8.4%[56.9 µM],10.8%[57.1 µM]
O=P(O)(O)C12CC3CC(CC(C3)C1)C2,1.1%[57.1 µM],-11.4%,-11.6%,4.3%,7.8%,-1.3%,1.4%,5.2%,-7.2%[57.1 µM]
c1cnc2c(c1)ccc1ncccc12,-1.2%,-9.0%,1.8%,-6.0%,0.0%,-0.4%,5.8%,9.5%,10.6%
Cc1ccc(N=Nc2c(O)[nH]c(=O)[nH]c2=O)c([N+](=O)[O-])c1,-4.6%[57.1 µM],-18.0%,-9.3%,4.2%,?,-4.4%,3.0%,4.4%[11.4 µM],12.4%[57.1 µM]
NC(=O)CSc1nc2cc(S(=O)(=O)N3CCOCC3)ccc2o1,6.3%[57.1 µM],-20.2%,-5.8%,9.1%,?,-1.2%,·,?,-2.0%[2.29 µM]
CC1CCN(C(=O)c2ccc(N3CC4CC(C3)c3cccc(=O)n3C4)c([N+](=O)[O-])c2)CC1 (stereo unspecified),-14.7%,-16.5%,-19.1%,-0.9%,-2.4%,-0.7%,0.9%,-8.1%,-12.9%
Cc1ccc(Cn2cccc(C(=O)Nc3nnc(C)s3)c2=O)cc1,-1.7%[57.1 µM],-9.2%,-0.2%,-2.8%,?,-0.1%,22.3%,-24.8%,16.3%[57.1 µM]
Cc1ccc(C2C(=O)NC(=O)NC2=O)cc1,5.6%[11.4 µM],?,-1.8%,1.3%,0.0%,-1.2%,·,-5.9%,23.0%[11.4 µM]
CCC(=NCCN1CCOCC1)c1c(O)n(C2CCCCC2)c(=O)[nH]c1=O,-4.2%,-0.4%,-3.7%,6.5%,2.8%,-4.0%,4.9%,7.4%,18.6%[57.1 µM]

# Additional entries follow:
SMILES,TrxR1 substrate,USP1-UAF1 inh,Vif-APOBEC3F blk,IDH1 R132H inh,ALOX12 inh,Vif-APOBEC3G blk,RXFP1 ag,RGS4 inh,rTrxR1 inhibitor
CN(C(=O)c1ccc(Cl)nc1)C1(c2ccccc2Cl)CCCCC1=O (stereo unspecified),2.5%[57.1 µM],-9.5%,-10.2%,2.3%,-4.2%,-4.7%,1.4%,-8.0%,9.3%[57.1 µM]
C/C=C1/CC(C)C(C)(O)C(=O)OCC2CCN3CCC(OC1=O)C23 (stereo unspecified),0.0%[57.1 µM],-6.7%,-12.0%,2.6%,-8.4%,0.4%,0.0%,1.8%,1.1%[57.1 µM]
COc1ccccc1N1C(=O)NC(=O)/C(=C/c2ccc3c(c2)Cc2ccccc2-3)C1=O,7.8%,-22.2%,1.1%,-9.2%,?,-15.1%,0.0%,?,?
CCOC(=O)c1c(C)c(C(=O)N2CCC3(CC2)OCCO3)c(C)n1CC,8.5%[57.1 µM],-8.8%,-2.7%,2.3%,-10.9%,0.5%,-0.7%,27.7%,-4.0%
NC1CCc2cc(O)c(O)cc2C1 (stereo unspecified),8.9%[57.1 µM],-11.6%,-2.3%,14.1%,?,1.9%,-1.3%,18.4%[56.9 µM],?
Cc1nn(Cc2ccccc2Cl)c(C)c1C(=O)OCC(=O)N1CC(C)OC(C)C1 (stereo unspecified),-9.8%,-7.9%,5.0%,-3.0%,-25.5%,0.7%,0.8%,-20.2%,-14.1%
Cc1c(C)c2c(OCC(=O)N[C@@H](C)C(=O)O)cc3c(c2oc1=O)CCC(C)(C)O3,212.3%[activator][57.1 µM],-2.9%,12.0%,7.3%,4.3%,0.0%,14.9%,-13.2%,56.4%[activator][57.1 µM]
COc1ccccc1OCC(=O)N1CCCC(N(C)Cc2ccccc2)C1 (stereo unspecified),-5.4%,-6.9%,4.5%,-2.2%,0.0%,-0.5%,-2.1%,10.6%,?
Cc1ccc(NC(=O)c2snnc2C)cc1Cl,7.2%,-27.3%,?,8.1%,-14.9%,-4.7%,1.8%,-6.0%,18.4%
O=[N+]([O-])c1cnc2ccc3ccccc3c2c1,-4.2%,-13.5%,-16.2%,7.3%,?,-0.6%,3.8%,-16.7%,19.6%[0.457 µM]
O=C(O)c1cc2ccccc2oc1=O,-3.1%,-22.2%,-6.2%,-1.4%,?,9.0%,-1.0%,0.0%,3.9%
CC(=O)O[C@H]1CC[C@@]2(C)[C@H](C1)C(=O)C[C@H]1[C@@H]3CC[C@@H]4[C@@H](CN5C[C@@H](C)CC[C@H]5[C@@]4(C)O)[C@@H]3C[C@@H]12,-1.9%,-6.0%,-11.2%,-0.8%,2.5%,1.0%,1.6%,3.8%,8.3%
Cc1nc2cc([N+](=O)[O-])ccc2c(=O)n1-c1ccccc1[N+](=O)[O-],-7.9%,-15.7%,2.8%,12.9%,-6.3%,-9.3%,-0.6%,23.0%[11.4 µM],0.4%
O=c1c2ccccc2nc(/C=C\c2cccc(Br)c2)n1-c1ccc(O)cc1,23.1%,-13.6%,9.8%,10.0%,-20.7%,-26.9%,1.4%,-16.7%,5.5%

# Some of the entries so far, as tab-separated lines.
SMILES	TrxR1 substrate	USP1-UAF1 inh	Vif-APOBEC3F blk	IDH1 R132H inh	ALOX12 inh	Vif-APOBEC3G blk	RXFP1 ag	RGS4 inh	rTrxR1 inhibitor
Cc1ccc(NC(=O)c2snnc2C)cc1Cl	7.2%	-27.3%	?	8.1%	-14.9%	-4.7%	1.8%	-6.0%	18.4%
O=[N+]([O-])c1cnc2ccc3ccccc3c2c1	-4.2%	-13.5%	-16.2%	7.3%	?	-0.6%	3.8%	-16.7%	19.6%[0.457 µM]

# Some of the compounds tested; count on the stated rates, not on these rows.
